# mcGAS RapidFire = blocks mouse cGAS cGAMP production | Q8C6L5 | recombinant mouse cGAS, cGAMP by RapidFire MS | inhibition, % at 12.5 µM | 130,000 tested, 0.18% active;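 active means inhibition of cGAS enzyme activity at or above 60%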;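 further: enzyme stimulated by 45 bp dsDNA with ATP and GTP substrates; cGAMP share of summed cGAMP plus half ATP and half GTP signals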
# Target sequence (Q8C6L5 whole entry, looked up): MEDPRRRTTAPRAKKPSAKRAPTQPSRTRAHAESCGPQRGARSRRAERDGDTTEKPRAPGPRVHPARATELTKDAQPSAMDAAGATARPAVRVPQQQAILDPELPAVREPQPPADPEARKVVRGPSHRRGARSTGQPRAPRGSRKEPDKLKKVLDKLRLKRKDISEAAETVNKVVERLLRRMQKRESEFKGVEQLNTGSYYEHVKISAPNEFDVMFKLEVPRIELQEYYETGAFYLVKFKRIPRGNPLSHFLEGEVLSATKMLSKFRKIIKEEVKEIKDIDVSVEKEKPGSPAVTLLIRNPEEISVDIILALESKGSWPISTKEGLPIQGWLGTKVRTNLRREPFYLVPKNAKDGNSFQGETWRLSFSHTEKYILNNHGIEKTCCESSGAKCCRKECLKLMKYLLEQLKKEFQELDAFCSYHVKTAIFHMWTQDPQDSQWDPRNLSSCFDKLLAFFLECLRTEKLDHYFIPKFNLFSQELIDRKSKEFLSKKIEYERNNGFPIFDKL
# Active calls of the source: *; & = joins results of further samples.
mcGAS RapidFire | molecule
-2 | Cn1cc(C(=O)c2ccccc2O)cc1-c1nc2sccc2c(=O)[nH]1
-2 | C=CCn1c(N2CCN(c3ccccc3)CC2)nc2c1c(=O)[nH]c(=O)n2C
-6 | CCC(NC(=O)NC(C)CCC1CCCO1)c1nc(C)cs1 (centres undefined)
-19 | COc1ccc(Cl)cc1CN(C)C(=O)c1cccc(NCC(=O)O)c1
-14 | COc1cccc(C(=O)N2CCN(Cc3nc4ccccc4nc3C)CC2)c1
-6 | CC1CCCCN1C(=O)C1CCN(C(=O)c2ccc(Br)cc2)CC1 (centres undefined)
5 | O=C(Cn1cnc2c(nnn2Cc2ccccc2)c1=O)c1ccccc1
-4 | CC1CCc2c(sc(NC(=O)C3CCC3)c2C(N)=O)C1 (centres undefined)
-12 | COc1ccc(Oc2ccc(C(=O)N3CCC[C@H]3C(N)=O)cc2)cc1
3 | CCOC(=O)C1(Cc2ccccc2C)CCCN(C(=O)CSc2ccncc2)C1 (centres undefined)

# Arranged by value in mcGAS RapidFire (low to high): some entries from above
mcGAS RapidFire | molecule
-19 | COc1ccc(Cl)cc1CN(C)C(=O)c1cccc(NCC(=O)O)c1
-12 | COc1ccc(Oc2ccc(C(=O)N3CCC[C@H]3C(N)=O)cc2)cc1
-2 | C=CCn1c(N2CCN(c3ccccc3)CC2)nc2c1c(=O)[nH]c(=O)n2C
3 | CCOC(=O)C1(Cc2ccccc2C)CCCN(C(=O)CSc2ccncc2)C1 (centres undefined)

# Further records:
mcGAS RapidFire | molecule
-1 | CCn1c(SC(C(=O)OC)c2ccccc2)nnc1-c1cccs1 (centres undefined)
-7 | O=S(=O)(c1ccc(Sc2nnnn2C2CCCC2)nc1)N1CCCCC1
6 | Cc1ccc(-c2noc(-c3ccc(=O)n(CC(=O)N4CCCCC4)c3)n2)cc1
-10 | Cc1ccc(OCc2occc2C(=O)N2CCC(O)(CN(C)C)C2)cc1 (centres undefined)
-5 | Cc1ccc(CN2CCC(CN(C)Cc3cnc(-c4ccccc4)s3)CC2)o1
-13 | COc1ccc(C(=O)N2CN(C3CCS(=O)(=O)C3)Cc3c2sc(C)c3C)cc1 (centres undefined)
-3 | CCSc1nc(-c2ccccc2)cc(-c2ccccc2OC)c1C#N
-6 | O=C1CCCCCN1Cc1n[nH]c(=S)n1-c1ccccn1
25 | N#Cc1ccccc1NC(=O)COC(=O)c1cc(=O)c2cc(Cl)ccc2o1
-9 | CCC(CO)N(Cc1ccc(C)s1)C(=O)c1occc1C (centres undefined)
-6 | Cc1cc(CC(=O)O)n(C)c1C(=O)c1ccc(Cl)cc1
-15 | O=C1NC2(CCCC2)C(=O)N1CCS(=O)(=O)Oc1ccc(Br)cc1
-4 | Cn1c(=O)[nH]c(=O)c2c1nc(N1CCc3ccccc3C1)n2CCCc1ccccc1
-7 | Cc1cc(C)cc(Cn2c(C)c(C(=O)NCCC#N)sc2=O)c1
-14 | NS(=O)(=O)c1ccc2c(c1)/C(=C\c1csc(C3CC3)n1)C(=O)N2
-18 | COc1ccc(OCC(=O)N2CC[C@H]3CC[C@@H](C2)N3)cc1
6 | OCCN=Cc1cn(-c2ccccc2)nc1-c1ccc(Cl)cc1
-2 | CCCC(=O)NNC(=O)c1ccc(NS(=O)(=O)c2ccc(Br)cc2)cc1
-14 | CC(c1cccc(C(F)(F)F)c1)N(C1CC1)S(=O)(=O)c1cccc(C#N)c1 (centres undefined)
-21 | COc1ccccc1-c1ccc(N2CCC(O)(c3cccnc3)CC2)nn1
-4 | O=C(Cn1nnc(-c2ccc(F)cc2)n1)N1CCCCCCC1
0 | C=CCN1C(=O)C(=Cc2ccc(OC)c(F)c2)SC1=S
-3 | COCCN(Cc1ccc(C)o1)Cc1ccc(C(=O)OC)o1
-4 | CC(OC12CCCCC1C(c1ccccc1)C2(C#N)C#N)c1ccccc1 (centres undefined)
-1 | Cc1ccc(Cn2nnc3c(=O)[nH]c(C4CCNCC4)nc32)cc1
-9 | COc1ccc(OC)c(CC(=O)N(C)CC2CCN(CCc3ccc(Cl)cc3)CC2)c1
8 | CC(C)(C)c1ccc(C(=O)NCCC(=O)N2CCCCC2)cc1
-11 | Cc1cnc(C(=O)Nc2ccc(S(=O)(=O)N3CCOCC3)cc2)cn1
-6 | Cc1nc(C(=O)NC2CC(=O)N(Cc3ccccc3Cl)C2)cs1 (centres undefined)
-2 | CNc1cncc(-c2cc(OC)c(OC)c(OC)c2)n1
-6 | COc1ccc(NC2CCCN(C(=O)c3ccc4ncccc4c3)C2)cc1OC (centres undefined)
5 | COCC(Cc1ccccc1)NC(=O)C(C)(C)C#N (centres undefined)
7 | C=C(Br)Cn1c(CCCCCCCCCCC)nc2ccccc21
-1 | CCCN(CC(=O)Nc1ccccc1OC)C(=O)c1cc2c(s1)CCCC2
-5 | CC(c1ccon1)N(C)C(=O)c1ccc(OC2CCN(S(=O)(=O)N(C)C)CC2)cc1 (centres undefined)
-5 | CCC(=O)Nc1ccc(NC2Cc3ccccc3C2)cc1
-5 | FC(F)C(F)(F)C1=NCCN=C(c2ccccc2)C1
-1 | O=C(CSc1ncn[nH]1)NCCc1cccc(Cl)c1
-1 | CCOC(=O)C1(C)CCN1C(=O)c1cc(Br)cc2c1OCC2 (centres undefined)
-35 | Cc1ccc(CNc2cccc(C(=O)N(C)CC3CCCCO3)c2)s1 (centres undefined)

# Overlap with the part before: 6 entries; new compounds follow.
mcGAS RapidFire | molecule
-5 | CC(c1ccon1)N(C)C(=O)c1ccc(OC2CCN(S(=O)(=O)N(C)C)CC2)cc1 (centres undefined)
-5 | CCC(=O)Nc1ccc(NC2Cc3ccccc3C2)cc1
-5 | FC(F)C(F)(F)C1=NCCN=C(c2ccccc2)C1
-1 | O=C(CSc1ncn[nH]1)NCCc1cccc(Cl)c1
-1 | CCOC(=O)C1(C)CCN1C(=O)c1cc(Br)cc2c1OCC2 (centres undefined)
-35 | Cc1ccc(CNc2cccc(C(=O)N(C)CC3CCCCO3)c2)s1 (centres undefined)
-2 | CC(=O)Oc1c(Br)cc(N(C(C)=O)S(=O)(=O)c2ccc(C)cc2)c2ccccc12
-13 | CC(C)(NC(=O)c1cccs1)C(=O)NC1CCCCCC1
-1 | CCOC(=O)C1(C)CCN1C(=O)c1oc2ccccc2c1C (centres undefined)
-30 | c1ccc(Cn2cc(-c3cccc(CN4CCOCC4)c3)cn2)cc1
-24 | c1ccc(-c2ncn(CCc3nc4c(s3)CCC4)c2C2CCOC2)cc1 (centres undefined)
-5 | O=C(NCCCn1nc(-c2ccncc2)ccc1=O)c1ccccc1C(F)(F)F
4 | COc1ccccc1C(=O)CN1C(=O)C(C)ON=C1c1ncccc1C (centres undefined)
-3 | CC(=O)Nc1cccc(OCc2ccc(F)cc2)c1
-26 | Cc1nnc(NC(=O)CSc2nc3c(cnn3CCO)c(=O)[nH]2)s1
23 | Cc1ccc(CN2C(=O)C(C)ON=C2c2ccc3c(c2)CCO3)cc1 (centres undefined)
0 | O=C(CC1CCS(=O)(=O)C1)Nc1ccc(Oc2ccccc2)cc1 (centres undefined)
-7 | Cc1cccn2c(CNCCc3nc4ccccc4[nH]3)c(C(=O)N3CCOCC3)nc12
-13 | CC(C)C(NC(=O)c1cccnc1N1CCOCC1)c1nnc2n1CCNCC2 (centres undefined)
-4 | O=C(CCn1cccn1)NC1CCCN(CCc2ccccc2)C1 (centres undefined)
-9 | Cc1oc2c(c1C(=O)N1CCN(CCO)CC1)C(=O)c1ccccc1C2=O
-11 | COc1cc(C2CCCCC2C)cc(OC)c1OC (centres undefined)
-11 | O=C(C1=NOC(c2ccccc2)C1)N1CCCC1c1ccc[nH]1 (centres undefined)
0 | CC1(C)C/C(=N/N)c2cc(=O)[nH]nc2C1
-2 | CCN1CCN(Cc2nc3c(c(=O)[nH]c(=O)n3C)n2CCCc2ccccc2)CC1
6 | Cc1cc(NC(=O)c2ccc(Cl)cc2[N+](=O)[O-])no1
-3 | O=C(NCC1CCCN(Cc2nc3c(s2)CCCC3)C1)c1n[nH]c2ccccc12 (centres undefined)
1 | CCC1(C)CC(=O)N(Cc2ccc(Cl)cc2)C(=O)C1
-8 | Cc1ccccc1Cn1c(=O)c2c(nc3n(CCOCCO)c(C)cn23)n(C)c1=O
-9&-7 | CN(CC(=O)Nc1cc(F)cc(F)c1)c1nccnc1C#N
-30 | Cc1ccc(-n2c(=O)[nH]c3c(C(=O)Nc4ccc(C(C)C)cc4)cn(C)c3c2=O)cc1
-4 | CCCN(Cc1ccccc1)C(=O)Cc1ccccc1C
-6 | Cc1cc(C)n(CCCN(C)Cc2c(C)nn(C)c2Cl)n1
-8 | Cc1nc(-c2ccco2)ccc1C(=O)NC1CCC(=O)N(C)C1 (centres undefined)
1 | CC(=O)c1sc(-c2ccccc2)nc1C1CC1
0 | NC(=O)c1cccc(NC(=O)c2ccc(S(=O)(=O)C(F)(F)F)cc2)c1
-5 | Cc1ncsc1CCCNC(=O)CC(=O)Nc1cccc(Cl)c1C
-2 | O=C(O)c1cccc(Cn2ccsc2=NC(=O)c2ccccc2F)c1
-12 | Cc1ccc(-c2nc(C=Nc3ccc(Br)cc3)c(O)o2)cc1
-13 | N#Cc1c(NC(=O)C2CC(Cl)=CCC2C(=O)O)sc2c1CCCCC2 (centres undefined)
1 | CCOc1c(CC)cnc2c1c(=O)n(CC(=O)Nc1cc(C)ccc1C)c(=O)n2C
-10 | CCOC(=O)C1CCCN(C(=O)CCc2nnc(-c3ccc(OC)c(OC)c3)[nH]c2=O)C1 (centres undefined)
7 | CC(C)c1noc(CCCC(=O)C(C#N)c2nc3ccccc3[nH]2)n1 (centres undefined)
-9 | Nc1nnc(SCC(=O)NCCC2COc3ccccc3O2)s1 (centres undefined)
1 | COc1ccc(Sc2ccc(NC(=O)NCCO)cc2)cc1
9 | Cc1ccccc1CN1CCC(Cn2ccc3[nH]c(=O)c(C#N)cc3c2=O)C1 (centres undefined)
-11 | Fc1ccccc1Cc1n[nH]c(Cc2ccccc2)n1
-19 | CN(Cc1cn[nH]c1C(=O)O)Cc1n[nH]c2c1CCCCC2
1 | Cc1cccc(-n2nc3c(c2NC(=O)c2cccc(C(F)(F)F)c2)CS(=O)C3)c1C (centres undefined)
-4 | O=C(c1cccc(OC(F)F)c1)N1CCOC(c2ccccc2)C1 (centres undefined)
-5 | Cc1ccc(S(=O)(=O)N2CCOCC2)cc1C(=O)Nc1nc(C(C)(C)C)cs1
-6 | CC(C)(C)OC(=O)NCCN1CCN(c2nccs2)CC1
8 | CC(=O)Nc1ccc(Nc2ncnc(N)c2[N+](=O)[O-])cc1
-12 | O=C(NCC(O)C(F)(F)F)c1c(O)cc(Cl)cc1Cl (centres undefined)
-1 | CN(CC(=O)Nc1ccc(Cl)cc1)CC(=O)N(C)Cc1ccc(N(C)C)cc1
-2 | Cc1ccc(-c2ccnc(N3C[C@H](O)[C@@H](N4CCCC4)C3)n2)c(C)n1

# (listing goes on)
mcGAS RapidFire | molecule
0 | O=C(CNC(=O)C1CCCC1)NCc1cc(F)ccc1Br
-14 | CNc1ncc(CN(C)C(=O)c2csc(C)n2)cn1
-34 | CCn1c(CC2CCN(C(=O)C[C@@H]3C[C@@H]4C=C[C@H]3C4)CC2)nn(C)c1=O
-2 | Fc1cnc(N2CCN(Cc3ccc(-c4ccn[nH]4)o3)CC2)nc1
-5 | CCC(C)C(=O)NC1CCN(c2ccccc2C(=O)NCc2ccc(-c3ccccc3)cc2)CC1 (centres undefined)
2 | CC(=O)N1CCc2cc(C(=O)NCCCn3ccc4ccccc43)ccc21
-20 | CN(Cc1c(F)cccc1Cl)C(=O)CNC(=O)C1CC1
-7 | O=C1COCc2cc(-c3ccncc3)ccc2N1Cc1ccccc1
3 | O=C(CN1CCCC1c1ccsc1)NCc1ccco1 (centres undefined)
-16 | CCOC(=O)c1sc2nc(C(C)Sc3nncs3)[nH]c(=O)c2c1C (centres undefined)
-28 | CSCCC1NC2(C(=O)N(C)c3ccccc32)C2C(=O)N(C(C)C)C(=O)C12 (centres undefined)
0 | COCc1cccc(C(=O)NNC(=O)c2ccccc2Br)c1
39 | Cc1ccc(/C=C/C2=NC(=C/c3ccc(N(C)C)cc3)/C(=O)O2)cc1
-4 | O=C1c2ccccc2C(=O)N1CNc1cccc(F)c1
-7 | COC(=O)c1ccccc1NCN1C(=O)c2ccc(Br)cc2C1=O
-15 | CN(CCc1ccccn1)c1ncccc1CNc1ncccc1C(F)(F)F
-7 | CCC(C)c1cc(C(=O)N(C)c2ccccc2S(C)(=O)=O)on1 (centres undefined)
1 | Cc1ccc(S(=O)(=O)N2CCCCC2C)cc1C(=O)NCC(c1ccccc1)N(C)C (centres undefined)
-2 | O=c1cc(CN2CCOCC2)nc2ccc(Br)cn12
-15 | CC1=NOC2(C1)/C(=N\O)CCC/C2=N\O (centres undefined)
-6 | COc1ccc(OC)c2sc(N(CC3CCCO3)C(=O)c3cc(C)n(C)n3)nc12 (centres undefined)
-10 | CC(NC(=O)C1CCCN(C(=O)N2CCCC2)C1)c1cc2ccccc2o1 (centres undefined)
-14 | Cc1cc(C)n(-c2nnc(Cl)c(N)c2N)n1
-52 | CC(C)c1csc(C(=O)NCC2CCCN(S(C)(=O)=O)C2)n1 (centres undefined)
-5 | Cc1ccc(F)cc1NS(=O)(=O)c1ccc(F)cc1[N+](=O)[O-]
-6 | CCc1ccccc1NC(=O)NCCNc1ccc(Nc2cccc(C)n2)nn1
2 | O=C1CCC(C(=O)Nc2ccc(F)cc2-c2ccc(F)cc2)N1 (centres undefined)
-8 | COC(=O)C1CCCc2c1ccn2CC=C(C)C (centres undefined)
11 | CCN1C(=Cc2ccc3cc(C)ccc3[n+]2CC)Sc2ccccc21
-1&4 | CC1CC(OC(=O)c2ccccc2O)CC(C)(C)C1 (centres undefined)
-7 | CNc1cncc(-c2ccc(OC)nc2)n1
-14 | CCN(CCC(F)(F)F)C(=O)c1cc(C(C)C)nc2c1cnn2C(C)C
-1 | CC(C)C/C=C(\CN1CC[C@H](CO)[C@@H](O)C1)c1ccccc1

# Arranged by length of the SMILES (falling): some entries from above.
mcGAS RapidFire | molecule
-6 | COc1ccc(OC)c2sc(N(CC3CCCO3)C(=O)c3cc(C)n(C)n3)nc12 (centres undefined)
-5 | Cc1ccc(F)cc1NS(=O)(=O)c1ccc(F)cc1[N+](=O)[O-]
-1&4 | CC1CC(OC(=O)c2ccccc2O)CC(C)(C)C1 (centres undefined)
-8 | COC(=O)C1CCCc2c1ccn2CC=C(C)C (centres undefined)
-7 | CNc1cncc(-c2ccc(OC)nc2)n1

# High-throughput results as filed in PubChem BioAssay.

# Not all compounds are listed. The share of hits here may be higher or lower than overall.
